Screens (PubChem)
NPSR antag = blocks cAMP signaling of the human neuropeptide S receptor; Q6W5P4; CHO-NPSR cells, cAMP TR-FRET, antagonist mode; Potency, µM (doses to about 38.3 µM), for inactives: top-dose activity change, negative = inhibition, usual class: inhibitors; actives 1% (n = 220,000); further: on the % scale 0 is the no-effect control and ±100 the full control effect; nearly all actives have a fitted effect of over 50% in size; many of its hits are not listed in these tables
aGal spleen mod = alpha-galactosidase A (human) modulation; human spleen homogenate, 4MU-alpha-Gal fluorescence, 40 min; AID 2107; actives 0.008% (n = 240,000); Potency, µM (highest dose often 80 µM), without a hit: top-dose activity change, negative = inhibition, actives largely listed as inhibitors;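 further: 0% = enzyme with vehicle and -100% = no enzyme basal signal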
Target sequence (P06280 32-429 limits assumed): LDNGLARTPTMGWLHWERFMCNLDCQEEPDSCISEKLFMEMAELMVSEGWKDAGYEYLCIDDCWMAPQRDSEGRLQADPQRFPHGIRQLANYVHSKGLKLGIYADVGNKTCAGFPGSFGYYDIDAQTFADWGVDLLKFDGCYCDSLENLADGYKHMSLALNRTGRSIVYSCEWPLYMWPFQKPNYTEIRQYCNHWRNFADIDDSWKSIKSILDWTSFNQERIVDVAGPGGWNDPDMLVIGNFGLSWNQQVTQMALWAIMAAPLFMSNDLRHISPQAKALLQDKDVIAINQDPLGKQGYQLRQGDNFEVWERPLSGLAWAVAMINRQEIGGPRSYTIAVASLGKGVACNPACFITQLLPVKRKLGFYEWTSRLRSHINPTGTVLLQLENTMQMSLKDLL
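qHTS titration in buffer at pH 5.0. Alpha-galactosidase activity in spleen homogenate was measured via 4-methylumbelliferone release from 1 mM fluorogenic substrate after 40 min at 37C and a pH 10 stop. AC50 came from Hill fits of control-normalized data.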
GAA inhib = blocks human lysosomal alpha-glucosidase; P10253; purified human GAA, 4-MU-alpha-glucoside fluorescence; Potency, µM (doses to about 76.9 µM), without a hit: at the top dose activity change, negative = inhibition, actives largely listed as inhibitors; actives 0.005% (n = 200,000); AID 1466;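 further: plate controls were uninhibited enzyme wells for no effect and no-enzyme background for full effect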
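Enzyme (4 nM final) mixed with compound (up to 77 uM), then 4-MU-alpha-D-pyranoside (400 uM final) added; 20 min at room temperature, pH 5.0. Reaction stopped at pH 10, fluorescence read, AC50 derived by Hill fit.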
Tau fluor counter = counter-screen for tau fibril formation inhibitors | actives 0.93% (n = 280,000) | AID 1463 | tau K18 P301L Alexa594 fluorescence, heparin fibrillization | Potency, µM (doses to about 57.7 µM), for the others: top-dose activity change, negative = decrease; further: on the % scale 0 is the no-effect control and ±100 the full control effect; nearly all actives have a fitted effect of over 55% in size
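Human tau K18 P301L (15 uM unlabeled, 0.24 uM Alexa 594-labeled) in 100 mM sodium acetate pH 7 with 20 uM heparin, 6 hr at 37 C. ThT 30 uM added, 1 hr ambient; Alexa 594 FP and total fluorescence read at 555/632 nm.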
Epigenetic reg = regulators of epigenetic silencing causing reporter derepression in mouse cells; murine LDR cells, GFP reporter derepression, 30 h; Potency, µM (highest dose often 53.9 µM), for the others: at the highest dose GFP activation, usual class: activators; actives 0.2% (n = 280,000); further: % of control where 0% means no effect; nearly all actives have a fitted effect of over 60% in size
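Derepression of a silenced CMV-GFP reporter in murine LDR cells is scored by enumerating GFP-positive cells with a laser-scanning microplate cytometer after 30 hours of treatment at 37 C.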
aGlu spleen mod = lysosomal alpha-glucosidase (human) modulation; actives 0.006% (n = 240,000); Potency, µM (top dose mostly 79.9 µM), inactives show at the highest dose activity change, negative = inhibition, actives largely listed as inhibitors; human spleen homogenate, 4-MU-alpha-glucoside fluorescence; P10253;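 further: 0% = enzyme with vehicle and -100% = no enzyme basal signal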
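Human spleen homogenate (1 ug) incubated with compounds and 1 mM 4-methylumbelliferyl-alpha-D-glucopyranoside in pH 5.0 citrate/phosphate buffer, 37 C, 40 min. Stopped at pH 10; 4-MU fluorescence (Ex 365/Em 440 nm); AC50 by Hill fit.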
ALDH1A1 inh = blocks purified human ALDH1A1 activity; Purified ALDH1A1, NADH fluorescence, propionaldehyde substrate; actives 7.3% (n = 220,000); AID 1030; Potency, µM (titrated, usually from 75.3 µM), without a hit: top-dose activity, negative = inhibition, actives largely listed as inhibitors; active means well fitted inhibition curve with a large enough effect, not every such curve was filed as active; inconclusive means small, poorly fitted or top-dose-only effect, or another doubt; inactive means no such curve, though single readings can be large or run the other way;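 further: plate controls were no enzyme wells and a reference inhibitor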
Target sequence (P00352 whole entry, looked up): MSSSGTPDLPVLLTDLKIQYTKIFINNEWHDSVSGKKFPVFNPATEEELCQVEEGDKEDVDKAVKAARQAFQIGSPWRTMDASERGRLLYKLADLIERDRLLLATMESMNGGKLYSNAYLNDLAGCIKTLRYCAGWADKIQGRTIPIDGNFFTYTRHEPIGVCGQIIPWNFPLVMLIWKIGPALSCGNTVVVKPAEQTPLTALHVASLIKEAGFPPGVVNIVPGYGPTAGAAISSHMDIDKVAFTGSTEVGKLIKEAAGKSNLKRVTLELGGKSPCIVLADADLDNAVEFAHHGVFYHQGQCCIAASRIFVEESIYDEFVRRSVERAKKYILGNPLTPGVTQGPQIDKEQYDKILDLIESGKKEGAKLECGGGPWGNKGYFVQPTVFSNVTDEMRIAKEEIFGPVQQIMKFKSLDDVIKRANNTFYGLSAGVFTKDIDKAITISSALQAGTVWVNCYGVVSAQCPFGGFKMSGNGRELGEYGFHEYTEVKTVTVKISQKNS
GAA glycogen = inhibitors or activators of human alpha-glucosidase glycogen cleavage | P10253 | recombinant GAA, glycogen substrate, Amplex Red glucose oxidase fluorescence | Potency, µM (titrated, usually from 76.4 µM), for inactives: top-dose activity change, negative = inhibition, most hits filed as inhibitors | actives 0.38% (n = 300,000) | AID 2100;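 further: 0% = full enzyme reaction and -100% = no-enzyme basal signal; the screen sought inhibitors and activators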
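Recombinant enzyme (4 nM final) with compounds titrated up to 77 uM and bovine liver glycogen (30 ug) in citrate pH 5.0, 0.01% Tween-20, 37 C 40 min. Released glucose detected by Amplex Red/glucose oxidase (Ex 573/Em 610); AC50 from Hill fits.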
* hit, by the source's call; ? = inconclusive; / = not tested or not shown; [ ] = remark or other dose. Unless noted, the call rests on the fitted dose curve; in most records, active means well fitted curve in the direction sought with a large enough effect; inconclusive means small, poorly fitted or top-dose-only effect, or another doubt; inactive means no such curve, though single readings can be large; an effect the other way counts as inactive or inconclusive. Potency means the concentration at half of the fitted maximal effect.

item	smiles	NPSR antag	aGal spleen mod	GAA inhib	Tau fluor counter	Epigenetic reg	aGlu spleen mod	ALDH1A1 inh	GAA glycogen
1	O=C(Nc1ccccc1)OC1CCS(=O)(=O)C1 (stereo unspecified)	11%	-5%	6%	0%	-2.2%	-16%	7%	5%
2	Cc1cc(C)cc(-n2c(SCC(=O)NCc3ccc4c(c3)OCO4)nc3ccccc3c2=O)c1	-19%	-3%	-4%	-17%	-1.0%	-15%	2%	-5%
3	O=C(Cc1ccc(S(=O)(=O)N2CCCCC2)s1)Nc1ccc(F)cc1F	-26%	-11%	?	-27%	0.9%	-4%	?	-1%
4	CSc1nc(C=Nc2ccccc2Cl)c(O)n1Cc1cccc(Cl)c1	-7%	6%	/	-31%	1.8%	-2%	/	5%
5	CCOc1ccccc1Oc1coc2cc(OC)ccc2c1=O	-8%[46.1 µM]	5%	0%	-8%	-0.7%	-2%	-9%	11%
6	CC(NC(=O)c1ccc([N+](=O)[O-])cc1[N+](=O)[O-])c1ccc(-c2ccccc2)cc1 (stereo unspecified)	2%	1%	-4%	?	7.5%	-9%	3%	5%
7	C=CC1C(OC2OC(CO)C(O)C(O)C2O)OC=C(C(=O)OC)C1CC1CC(=O)CC(CC(=O)CCc2ccc(O)cc2)O1 (stereo unspecified)	28%	1%	/	13%	1.1%	-5%	/	-15%
8	COc1ccc(C(=O)CCC(C)(C)[N+](=O)[O-])cc1	19%	6%	-1%	-2%	-0.4%	3%	?	0%
9	CCCOc1cc(C)c(S(=O)(=O)NCCOC)cc1C	-2%[46.1 µM]	17%	-5%	-2%	0.9%	4%	8%	1%
10	N/C(=N\OC(=O)c1ccccc1Cl)c1ccccc1	-4%[46.1 µM]	-6%	11%	-16%	0.0%	3%	-10%	?
11	COc1ccccc1NC(=S)N1CCN(c2nc(-c3ccccc3)cs2)CC1	14%	-3%	-2%	?	-0.6%	1%	?	-3%
12	Cc1ccc(N2CN(CCC3=CCCCC3)CNC2=S)cc1	15%	-5%	-5%	-1%	1.1%	4%	-7%	2%
13	C1CCN=C(Nc2nc3c(s2)CCCC3)CC1	10%[46.1 µM]	1%	1%	-8%	-0.9%	-3%	-11%	4%
14	Cc1ccc(NC(=O)CCC(=O)N/N=C/c2cccs2)cc1	6%	2%	7%	-7%	2.2%	-1%	-4%	2%
15	Cn1c(=O)[nH]c(=O)c2c1nc(Br)n2CCCSc1nc2ccccc2o1	3%[46.1 µM]	4%	-2%	-4%	-0.8%	5%	?	6%
16	CCC(=O)N1CCc2cc(Br)cc(S(=O)(=O)NCC3CCCN3CC)c21 (stereo unspecified)	-2%[46.1 µM]	1%	-13%	12%	-1.0%	-3%	0%	5%

Profiles, looked up by structure. Screens in order: NPSR antag, aGal spleen mod, GAA inhib, Tau fluor counter, Epigenetic reg, aGlu spleen mod, ALDH1A1 inh, GAA glycogen
CCCOc1cc(C)c(S(=O)(=O)NCCOC)cc1C across the screens: -2%[46.1 µM], 17%, -5%, -2%, 0.9%, 4%, 8%, 1%
Cc1ccc(NC(=O)CCC(=O)N/N=C/c2cccs2)cc1 across the screens: 6%, 2%, 7%, -7%, 2.2%, -1%, -4%, 2%
CCC(=O)N1CCc2cc(Br)cc(S(=O)(=O)NCC3CCCN3CC)c21 (stereo unspecified) across the screens: -2%[46.1 µM], 1%, -13%, 12%, -1.0%, -3%, 0%, 5%
Cn1c(=O)[nH]c(=O)c2c1nc(Br)n2CCCSc1nc2ccccc2o1 across the screens: 3%[46.1 µM], 4%, -2%, -4%, -0.8%, 5%, ?, 6%

Further structures
item	smiles	NPSR antag	aGal spleen mod	GAA inhib	Tau fluor counter	Epigenetic reg	aGlu spleen mod	ALDH1A1 inh	GAA glycogen
17	CCCC1c2ccc(C)n2CCN1C(=O)Nc1ccccc1Cl (stereo unspecified)	-19%[46.1 µM]	-2%	-13%	-3%	0.0%	-5%	-14%	25%
18	Nc1cc(N)nc(SCC(=O)Nc2ccccc2)n1	-3%[46.1 µM]	-13%	0%	5%	-1.2%	-2%	7%	/
19	COC(=O)c1ccc(CSc2n[nH]c(-c3ccccc3)n2)o1	18%	8%	-5%	-7%	4.2%	-3%	3%	-12%
20	O=C1N(CC(=O)N2CCc3ccccc32)CCN1Cc1ccc(Cl)cc1	-6%[46.1 µM]	9%	-10%	-10%	0.1%	2%	?	1%
21	CCOC(=O)N1CCc2c(sc(NC(=O)Cc3ccccc3)c2C(=O)c2ccc(OC)cc2)C1	24%[7.67 µM]	4%	/	-1%	-0.3%	1%	/	-1%
22	Cc1ccc(NS(=O)(=O)c2ccc(Cl)c(C(=O)Nc3ccccc3-c3nc4ccccc4[nH]3)c2)cc1C	-31%	7%	-8%	?	-2.5%	2%	-96%	-9%
23	NNC(=O)CCc1nc2ccc(O)cc2[nH]1	20%	0%	3%	-19%	0.9%	1%	-2%	4%
24	Cc1ccc2nc3c(cc2c1)c(NS(=O)(=O)c1ccccc1)nn3CC(C)C	-5%[46.1 µM]	3%	0%	-15%	-0.9%	-5%	11%	2%
25	CC(C)(C)C1(O)CC(C(F)(F)F)=NN1C(=O)CCCc1ccccc1 (stereo unspecified)	-22%	-8%	-2%	-4%	-1.3%	-4%	-8%	-4%
26	CCOC(=O)C1=C(C)OC(N)=C(C#N)C1c1ccccc1 (stereo unspecified)	22%	-6%	?	-1%	-4.7%	2%	22µM*	20%
27	O=C(NCc1ccccn1)c1cn(Cc2ccccc2)nn1	-7%[46.1 µM]	8%	2%	-1%	-1.2%	5%	10%	1%
28	CCC/C(=N/NC(=O)c1ccc2c(c1)OCO2)c1cccs1	-5%	-1%	0%	0%	5.9%	3%	?	6%
29	Oc1[nH]c2ccccc2c1N=NC(=S)N1CCOCC1	?	5%	/	-18%	4µM*	-6%	/	-12%
30	CCN1CCN(C(=O)c2sc3ncnc(N4CCc5ccccc5C4)c3c2C)CC1	-32%	-4%	-9%	-11%	7.2%	6%	7%	-28%
31	Cc1ccc(NC(=O)NC(=O)N(C2CCCCC2)S(=O)(=O)c2ccccc2)cc1	1%	-3%	1%	6%	-1.3%	-2%	?	-6%
32	C=CCNC(=O)Nc1ccc(F)cc1F	16%	2%	0%	-1%	-1.5%	4%	17%	-16%

A different layout for four compounds above:
31: Cc1ccc(NC(=O)NC(=O)N(C2CCCCC2)S(=O)(=O)c2ccccc2)cc1
27: O=C(NCc1ccccn1)c1cn(Cc2ccccc2)nn1
26: CCOC(=O)C1=C(C)OC(N)=C(C#N)C1c1ccccc1 (stereo unspecified)
32: C=CCNC(=O)Nc1ccc(F)cc1F
Compound,31,27,26,32
NPSR antag,1%,-7%[46.1 µM],22%,16%
aGal spleen mod,-3%,8%,-6%,2%
GAA inhib,1%,2%,?,0%
Tau fluor counter,6%,-1%,-1%,-1%
Epigenetic reg,-1.3%,-1.2%,-4.7%,-1.5%
aGlu spleen mod,-2%,5%,2%,4%
ALDH1A1 inh,?,10%,22µM*,17%
GAA glycogen,-6%,1%,20%,-16%

Later entries.
item	smiles	NPSR antag	aGal spleen mod	GAA inhib	Tau fluor counter	Epigenetic reg	aGlu spleen mod	ALDH1A1 inh	GAA glycogen
33	CN(CCOc1ccc(-c2ccn(S(=O)(=O)c3ccc(Cl)cc3)n2)cc1)c1ccccn1	-17%[46.1 µM]	-21%	-5%	?	0.0%	-16%	-1%	-4%
34	CCCC1=NN(C(=O)C(=O)Nc2ccc(Br)cc2)C(O)(C(F)(F)F)C1 (stereo unspecified)	4%	1%	3%	1%	1.3%	-4%	-2%	-4%
35	CC(C)Nc1nnc(Sc2ccc(Cl)cc2[N+](=O)[O-])s1	2%	1%	2%	-24%	-1.1%	1%	-5%	-3%
36	COc1ccc(CC(=O)NCCc2ccc(Cl)cc2Cl)cc1	-32%	-3%	0%	-8%	5.4%	/	-4%	-6%
37	CCOC(=O)Cc1csc(NC(=O)c2ccc(C)o2)n1	-5%[46.1 µM]	6%	-3%	-3%	0.0%	1%	?	-4%
38	CCCCNC(=S)NNC(=O)c1nn(C)c(C)c1Cl	-14%[46.1 µM]	-5%	2%	-2%	1.2%	-2%	-3%	-13%
39	Cc1nc2ccccn2c1C(=O)CSc1ccccc1	1%	8%	-4%	-11%	0.8%	/	-14%	-15%
40	O=C(COC(=O)c1ccc2c(c1)S(=O)(=O)N=C1CCCCCN12)NCCc1ccc(F)cc1	8%	-1%	-3%	4%	-0.4%	0%	?	3%
41	CCC1CCCCN1C(=O)CCn1ccnc1 (stereo unspecified)	10%	0%	-2%	0%	0.2%	/	-3%	-1%
42	CCCC1CC(c2csc(N)n2)CCO1 (stereo unspecified)	0%[46.1 µM]	0%	-2%	0%	-0.2%	-2%	10%	7%
43	COc1cccc(C2C3=C(CC(C)(C)CC3=O)Nc3cc(OC)c(OC)cc32)c1 (stereo unspecified)	-20%	17%	13%	-16%	-1.3%	/	?	?
44	COc1cccc(Cl)c1NC(=O)N1CCN(c2cc(C)nc3ccccc23)CC1	-36%	-22%	/	-2%[0.0958 µM]	1.7%	-6%	/	-2%
45	NCCOc1ccccc1-c1ccccc1	5%[46.1 µM]	-4%	-5%	-3%	-0.3%	-5%	-1%	6%
46	C=CCN(CC=C)C(=O)COC(=O)c1n[nH]c2ccccc12	-8%	2%	-3%	-1%	14%	-8%	?	-2%
47	NNC(=O)CCn1nnc2ccccc21	-11%	-4%	-10%	-17%	-0.2%	-2%	-4%	5%
48	C#CCCCCCCCCCCCc1ccco1	/	0%	/	-7%	3.9%	-5%	20µM*	/

This is a subset (hit frequency here may not be typical).
